Screening data from PubChem BioAssay.
GDH-TPI counter = GDH-TPI coupled enzyme inhibition counter-screen; inhibition, % at 4.8 µM; actives 1.2% (n = 360,000); GDH-TPI coupled enzyme counterscreen, NADH absorbance;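 note: 0% = DMSO wells and 100% = wells lacking the enzyme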
CCHFV vOTU inh = CCHFV vOTU protease inhibition | actives 0.55% (n = 370,000) | Pep-AMC fluorescence | inhibition, % at 11.5 µM; note: 0% = vehicle wells with enzyme and 100% = no enzyme wells
Rv3671c protease = inhibitors of M. tuberculosis serine protease Rv3671c. actives 0.048% (n = 320,000). inhibition, % at 5.96 µM. AID 2606. P9WHR9; in the data active = inhibition above about 38%;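 note: extracellular domain of Rv3671c used as enzyme; 0% = enzyme with DMSO and 100% = no enzyme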
UGM FP inh = inhibitors of M. tuberculosis UDP-galactopyranose mutase; inhibition, % at 10 µM; purified UGM, fluorescence polarization probe displacement; P9WIQ1; actives 0.06% (n = 320,000); AID 504406; in the data active = inhibition above about 10%, passing the limit was not always enough; inconclusive = no clear call, values can overlap the other calls
Target sequence (P9WIQ1 whole entry, looked up): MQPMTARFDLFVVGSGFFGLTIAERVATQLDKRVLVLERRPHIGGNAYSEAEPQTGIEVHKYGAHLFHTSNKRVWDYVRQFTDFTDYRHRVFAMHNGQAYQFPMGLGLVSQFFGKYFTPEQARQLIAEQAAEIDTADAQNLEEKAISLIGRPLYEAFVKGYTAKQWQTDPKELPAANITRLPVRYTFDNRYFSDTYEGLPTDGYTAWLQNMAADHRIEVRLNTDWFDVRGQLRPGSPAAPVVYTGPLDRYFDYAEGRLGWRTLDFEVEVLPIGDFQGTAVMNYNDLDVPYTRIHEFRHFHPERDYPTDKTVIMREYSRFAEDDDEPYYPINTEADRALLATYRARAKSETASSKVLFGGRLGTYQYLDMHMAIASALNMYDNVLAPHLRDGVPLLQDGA
DUSP3 inh = blocks human VHR1 dual specificity phosphatase; inhibition, % at 13.3 µM; P51452; recombinant VHR phosphatase, pNPP absorbance; AID 1654; actives 0.52% (n = 290,000); in the data active = inhibition above about 50%; note: some compounds called inactive have numbers as strong as hits
Target sequence (P51452 whole entry, looked up): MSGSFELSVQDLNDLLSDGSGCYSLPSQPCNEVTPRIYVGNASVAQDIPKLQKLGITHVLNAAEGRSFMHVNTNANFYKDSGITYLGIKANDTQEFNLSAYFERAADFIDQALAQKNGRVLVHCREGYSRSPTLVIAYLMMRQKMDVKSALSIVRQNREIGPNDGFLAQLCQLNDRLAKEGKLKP
FadD28 binding = M. tuberculosis FadD28 bisubstrate binding inhibition | inhibition, % at 12.5 µM | FadD28 bisubstrate probe binding, fluorescence polarization | actives 0.22% (n = 360,000); in the data active = inhibition above about 8.5%, passing the limit was not always enough; inconclusive = no clear call, values can overlap the other calls
MazEF act = activators of E. coli MazEF toxin-antitoxin RNase. P0AE70. FAM/BHQ RNA-DNA oligo cleavage fluorescence, 5 h. activation, % at 20 µM. actives 0.32% (n = 350,000). AID 504720; in the data active = activation above about 50%
Target sequence (P0AE70 whole entry, looked up): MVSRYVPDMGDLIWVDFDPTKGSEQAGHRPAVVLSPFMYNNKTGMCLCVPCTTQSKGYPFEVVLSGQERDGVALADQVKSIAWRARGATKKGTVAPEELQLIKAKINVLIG
Mtb FBA inh = inhibitors of M. tuberculosis fructose-bisphosphate aldolase; purified M. tuberculosis FBA, fluorescence read-out; inhibition, % at 1 µM; actives 2.3% (n = 360,000); AID 588726; in the data active = inhibition above about 27%;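 note: 0% = vehicle and 100% = reference inhibitor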
Target sequence (P9WQA3 whole entry, looked up): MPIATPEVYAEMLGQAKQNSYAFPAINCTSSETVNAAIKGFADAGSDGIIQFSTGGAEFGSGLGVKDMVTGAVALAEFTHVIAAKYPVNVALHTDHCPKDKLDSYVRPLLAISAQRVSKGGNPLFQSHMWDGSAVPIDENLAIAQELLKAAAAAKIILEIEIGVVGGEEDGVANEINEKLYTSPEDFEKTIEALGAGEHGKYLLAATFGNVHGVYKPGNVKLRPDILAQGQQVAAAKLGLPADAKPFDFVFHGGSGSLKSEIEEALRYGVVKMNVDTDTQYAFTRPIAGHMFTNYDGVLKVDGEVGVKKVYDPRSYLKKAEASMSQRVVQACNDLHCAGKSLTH
BioA inh = blocks M. tuberculosis BioA enzyme activity | inhibition, % at 9.99 µM | actives 0.096% (n = 360,000) | AID 602481 | purified M. tuberculosis BioA enzyme, plate reader; in the data active = inhibition above about 40%; inconclusive = no clear call, values can overlap the other calls
BoNT-F LC inh = BoNT F light chain protease inhibition. Multiplex microsphere protease cleavage assay, flow cytometry. inhibition, % at 10 µM. actives 0.22% (n = 360,000). AID 588497; in the data active = inhibition above about 35%, passing the limit was not always enough; inconclusive = no clear call, values can overlap the other calls; note: plate controls were buffer without enzyme for full effect and enzyme alone for no effect
Numbers without * were called inactive; ? = inconclusive; · = no result given. Cut-off read from the data, not from the text of the source, unless noted: active = inhibition above about 30%; inactive = the rest.

1: CCN(CC)C(=O)CS(=O)CC(=O)Nc1cc(OCCOC)c(Cl)cc1Cl (stereo not drawn)
2: Cc1ccc(Cl)cc1N1CCN(C(=O)CCC(=O)O)CC1
3: CCc1ccc(OCCOCC(O)CNC2CCCC2)cc1 (stereo not drawn)
4: COc1ccc(S(=O)(=O)N2CCOCC2)cc1NC(=O)COc1ccc2ccc(=O)oc2c1
5: CCOC(CNC(=O)CCc1c(C)nc2nc(C)nn2c1C)OCC
6: CC(C)NC(=O)C1CC(=O)N(CCc2ccc(F)cc2)C1 (stereo not drawn)

assay / entry	1	2	3	4	5	6
GDH-TPI counter	-1.6	-2.6	-8.8	17.6	4.3	-8.0
CCHFV vOTU inh	6.3	2.8	11.2	9.4	-2.0	-2.4
Rv3671c protease	-3.2	-0.2	3.9	-1.6	-7.8	·
UGM FP inh	3.0	-3.6	-0.4	2.0	-0.9	·
DUSP3 inh	8.4	-4.0	30.9	·	12.9	·
FadD28 binding	0.9	-2.1	-3.5	-1.8	1.1	-1.2
MazEF act	-1.1	-5.7	6.6	12.6	-1.7	-6.4
Mtb FBA inh	-0.7	1.1	5.1	15.8	3.8	-0.8
BioA inh	·	0.8	·	-0.7	·	-0.2
BoNT-F LC inh	-1.8	?	-2.6	-0.3	-10.1	5.7

7: CCOc1ccccc1C(=O)NCCCN1CCN(CCCNC(=O)c2ccccc2OCC)CC1
8: Cc1cccn2c(=O)c(C=C(C#N)C#N)c(N3CCN(c4ccccc4)CC3)nc12
9: CCn1nc(C(=O)Nc2ccc(S(=O)(=O)Nc3ncccn3)cc2)c2ccccc2c1=O
10: O=C(CCN1CCCC1=O)NC1CCCc2c1cnn2-c1ccc(F)cc1F (stereo not drawn)
11: CCN1CCc2c(OCC(=O)N3CCC(C)CC3)cccc2C1=O
12: Cc1oc(-c2ccc(Cl)cc2)nc1CS(=O)CC(=O)NCc1ccccc1 (stereo not drawn)

assay / entry	7	8	9	10	11	12
GDH-TPI counter	1.6	8.8	7.4	3.9	6.3	3.5
CCHFV vOTU inh	11.0	-20.2	-17.6	6.8	15.6	2.3
Rv3671c protease	6.5	·	-0.7	-5.3	2.2	2.2
UGM FP inh	1.1	-4.8	-0.9	2.7	-0.3	-0.3
DUSP3 inh	-9.5	-23.8	1.2	27.2	31.3	19.0
FadD28 binding	0.4	-0.7	-0.3	-1.7	-3.1	-1.1
MazEF act	9.5	-9.8	-1.2	-7.6	5.1	3.1
Mtb FBA inh	1.1	9.0	-1.6	-0.3	4.3	2.2
BioA inh	0.2	·	·	1.9	0.6	-2.6
BoNT-F LC inh	-6.9	-19.3	-2.1	2.1	0.8	-0.5

13: Cc1nnc(-c2cnn(-c3ccccc3)c2N)n1Cc1cccc(C(F)(F)F)c1
14: O=C(CNc1cccc(S(=O)(=O)N2CCCC2)c1)Nc1ccc(C(F)(F)F)cc1
15: C=CCOc1ccc(Oc2cc(C)nc(SC)n2)nn1
16: Cc1cc(C)nc(/N=C(\N)N2CCc3ccccc32)n1
17: COc1ccc(-c2cc(-c3cccs3)nc3sc(C#N)c(N)c23)cc1
18: CCc1ccc(C2N3CC4([N+](=O)[O-])CN2CC([N+](=O)[O-])(C3)C4(C)C)cc1 (stereo not drawn)

assay / entry	13	14	15	16	17	18
GDH-TPI counter	-6.4	-4.6	5.2	-3.7	3.7	6.5
CCHFV vOTU inh	11.1	22.3	3.2	0.0	-14.1	-11.4
Rv3671c protease	10.0	-4.9	-1.6	3.6	-6.7	4.8
UGM FP inh	-0.1	4.4	2.6	1.4	2.8	-2.6
DUSP3 inh	12.8	·	4.3	17.3	14.1	5.7
FadD28 binding	-1.4	-3.8	-22.1	-2.1	-0.5	-3.8
MazEF act	6.6	9.1	-5.6	11.0	-10.7	-5.4
Mtb FBA inh	4.0	-1.8	-8.4	2.6	12.7	1.0
BioA inh	-0.7	·	0.4	0.4	·	0.2
BoNT-F LC inh	-1.0	-5.5	?	-5.0	7.8	-0.8

19: C=CCc1cc(OC)c2c(c1)OCO2
20: COC1=CC(C)C2CC3OC(=O)CC4C(C)=C(OC)C(=O)C(C2(C)C1=O)C34C (stereo not drawn)
21: Cc1cc(/C=C2\C(=N)N3N=C(C(C)C)SC3=NC2=O)c(C)n1-c1ccccc1
22: COCCNC(=S)N1CCOCC1
23: COc1cccc(OCc2cc(C(=O)N(C)Cc3nccn3C)no2)c1
24: O=C(c1ccco1)N1CCN(C(=O)C2CCN(S(=O)(=O)c3cnc[nH]3)CC2)CC1

assay / entry	19	20	21	22	23	24
GDH-TPI counter	-2.0	-4.7	3.7	-6.2	4.3	6.8
CCHFV vOTU inh	-7.8	-8.6	13.7	-2.8	14.3	4.2
Rv3671c protease	-0.3	·	-0.3	7.1	8.4	-1.4
UGM FP inh	-2.3	·	1.1	-2.0	-3.1	-0.6
DUSP3 inh	·	·	-10.8	13.6	-14.6	10.9
FadD28 binding	-3.2	-0.7	0.4	-1.3	1.0	0.1
MazEF act	8.1	·	-9.6	-0.8	4.0	6.7
Mtb FBA inh	-3.0	-1.5	-0.4	0.4	-0.4	3.0
BioA inh	-0.7	0.3	·	-0.8	1.2	-0.5
BoNT-F LC inh	-8.0	15.1	-1.4	0.1	-2.1	-33.5

25: COc1ccc2cc(/C=N/NC(=O)CN(c3ccccc3C)S(=O)(=O)c3ccccc3)c(Cl)nc2c1
26: O=C(COC(=O)/C=C/c1cccc(C(F)(F)F)c1)NCCN1C(=O)CSC1=O
27: Cn1cc(C(=O)C(=O)NCCc2ccccc2)c2ccccc21
28: O=C(CNC(=O)c1ccccc1)NCC(O)c1ccc([N+](=O)[O-])cc1 (stereo not drawn)
29: C=CCn1cc(/C=N/NC(=O)COc2cccc3cccnc23)c2ccccc21
30: O=C(CCOc1ccccc1)N1CCN(S(=O)(=O)c2cccs2)CC1

assay / entry	25	26	27	28	29	30
GDH-TPI counter	1.8	-7.3	9.4	0.0	7.2	7.5
CCHFV vOTU inh	-3.0	6.2	9.6	5.5	0.8	-3.6
Rv3671c protease	-8.3	3.6	·	1.1	-1.4	1.9
UGM FP inh	2.8	3.7	0.0	3.1	-0.7	0.6
DUSP3 inh	6.8	·	-0.7	8.0	16.9	37.6
FadD28 binding	-2.2	-1.2	-6.1	·	-3.5	-0.8
MazEF act	-51.1	-11.8	3.3	2.7	-4.6	0.1
Mtb FBA inh	5.6	5.3	-0.1	3.2	7.3	-3.4
BioA inh	1.3	-0.9	-2.1	-0.2	·	-1.4
BoNT-F LC inh	1.1	-5.4	4.4	9.3	5.4	-14.4

31: Cc1ccc(NC(=O)c2nc(C)n(-c3ccc([N+](=O)[O-])cc3)n2)cc1
32: CCOC(=O)N1CCN(C(=O)CSc2ccc3nnc(CCNC(=O)c4ccc(OC)cc4)n3n2)CC1
33: COc1ccc(-n2c(Cc3cccn3C)nnc2SCC(=O)NCc2ccccc2Cl)cc1
34: Cc1ccc(-n2c(-c3cccc(C)c3)n[nH]c2=S)cc1
35: N#Cc1ccc(S(=O)(=O)N2CCCN(c3nc4ccc(Cl)cc4s3)CC2)cc1
36: O=C(Cn1cc(C(=O)C2CC2)c2ccccc21)NCC1CCCO1 (stereo not drawn)

assay / entry	31	32	33	34	35	36
GDH-TPI counter	4.1	6.5	-9.9	1.5	10.3	4.4
CCHFV vOTU inh	·	8.7	3.4	-3.0	-13.7	1.1
Rv3671c protease	0.8	3.0	4.3	-4.5	7.0	0.2
UGM FP inh	1.0	-2.8	0.4	1.6	0.0	5.2
DUSP3 inh	-18.1	-16.6	25.2	6.9	31.3	6.3
FadD28 binding	0.3	-0.8	-3.9	-2.2	-2.1	-4.3
MazEF act	5.1	0.0	7.5	6.8	-11.3	0.8
Mtb FBA inh	-0.8	1.5	1.5	0.3	-1.1	0.9
BioA inh	0.3	·	-2.5	1.9	3.8	0.3
BoNT-F LC inh	-2.9	·	-5.6	-4.5	-5.4	6.2

For reference, part of the list above:
31: Cc1ccc(NC(=O)c2nc(C)n(-c3ccc([N+](=O)[O-])cc3)n2)cc1
32: CCOC(=O)N1CCN(C(=O)CSc2ccc3nnc(CCNC(=O)c4ccc(OC)cc4)n3n2)CC1
33: COc1ccc(-n2c(Cc3cccn3C)nnc2SCC(=O)NCc2ccccc2Cl)cc1
34: Cc1ccc(-n2c(-c3cccc(C)c3)n[nH]c2=S)cc1

assay / entry	31	32	33	34
GDH-TPI counter	4.1	6.5	-9.9	1.5
CCHFV vOTU inh	·	8.7	3.4	-3.0
Rv3671c protease	0.8	3.0	4.3	-4.5
UGM FP inh	1.0	-2.8	0.4	1.6
DUSP3 inh	-18.1	-16.6	25.2	6.9
FadD28 binding	0.3	-0.8	-3.9	-2.2
MazEF act	5.1	0.0	7.5	6.8
Mtb FBA inh	-0.8	1.5	1.5	0.3
BioA inh	0.3	·	-2.5	1.9
BoNT-F LC inh	-2.9	·	-5.6	-4.5

Next part.
37: COc1cccc(-c2ncc3ccccc3c2COC(=O)N2CCCCC2)c1
38: O=C(O)/C=C/C(=O)Nc1ccc(OC(F)(F)Cl)cc1
39: N/C(=N\OC(=O)Nc1ccc(Cl)c(Cl)c1)c1ncc(C(F)(F)F)cc1Cl
40: COc1ccc(NC(=O)Nc2cc(C)ccc2F)cc1
41: O=C(NCc1ccc(Cl)cc1)NCc1ccc(Cl)cc1
42: CC(C)(C)OC(=O)N1CCC(Cc2cc(-c3ccccc3)no2)(C(=O)O)CC1

assay / entry	37	38	39	40	41	42
GDH-TPI counter	13.2	3.2	-10.4	-9.8	-0.3	-13.6
CCHFV vOTU inh	1.3	-3.2	-4.1	3.8	21.1	12.0
Rv3671c protease	-1.5	1.8	-40.2	13.4	-2.4	-5.2
UGM FP inh	2.3	-0.8	-3.0	-0.8	0.2	0.1
DUSP3 inh	·	3.0	23.4	-4.1	3.0	36.0
FadD28 binding	-2.1	0.6	-4.4	2.0	0.8	-4.3
MazEF act	0.6	-12.5	-1.1	0.1	-13.4	2.8
Mtb FBA inh	5.0	-1.3	3.4	0.9	0.5	3.1
BioA inh	-1.1	·	·	-1.8	·	-0.8
BoNT-F LC inh	-0.6	-1.0	4.8	-5.8	2.8	5.0

43: Cc1ccccc1NC(=O)/C(=C/c1ccco1)c1ccccc1
44: O=C(NCCc1ccccc1)C1CCC(=O)N(Cc2ccc(Cl)cc2)C1 (stereo not drawn)
45: O=C(NC(=O)N1CCSCC1)c1c(Cl)cccc1Cl
46: Cc1ccccc1C(=O)Nc1cccc(C(=O)Nc2ccccc2C(=O)O)c1
47: O=C(Nc1cc(C(F)(F)F)ccc1N1CCCCC1)c1cccc([N+](=O)[O-])c1
48: Cc1cccc(N=C2CCCC2C(=O)Nc2cccc(C)c2C)c1C (stereo not drawn)

assay / entry	43	44	45	46	47	48
GDH-TPI counter	18.4	0.3	-2.4	-3.0	-2.6	1.8
CCHFV vOTU inh	6.7	1.8	-12.6	-1.1	-0.8	-0.7
Rv3671c protease	6.4	2.6	3.8	-2.5	-7.0	·
UGM FP inh	3.4	1.3	1.2	2.9	-1.1	·
DUSP3 inh	5.7	23.9	-2.7	-28.6	20.9	·
FadD28 binding	-3.4	-0.4	-3.0	-9.0	-4.0	-0.7
MazEF act	5.8	0.8	3.3	-4.5	-16.9	1.5
Mtb FBA inh	-0.9	3.0	-0.9	1.3	-1.0	-2.0
BioA inh	-0.9	-0.8	·	0.6	0.7	-1.4
BoNT-F LC inh	-5.4	9.0	-0.3	?	-7.4	-1.8

49: Cc1cccc(OCC(=O)Nc2ccccc2F)c1
50: CSCCC(=O)N1CCCC(CNC(=O)c2ccc(-c3ccccc3)cc2)C1 (stereo not drawn)
51: O=C(c1cccs1)N1CCC(c2nc(-c3ccc(S(=O)(=O)N4CCOCC4)cc3)no2)CC1
52: CCOP1(=S)Oc2cc3c(cc2C(C(=O)OC)(C(F)(F)F)O1)OCO3 (stereo not drawn)

assay / entry	49	50	51	52
GDH-TPI counter	6.7	7.8	-10.4	-3.3
CCHFV vOTU inh	2.0	-11.8	-7.5	6.0
Rv3671c protease	8.1	-5.3	-6.4	5.6
UGM FP inh	2.0	1.0	0.8	1.4
DUSP3 inh	6.5	8.5	6.2	-3.9
FadD28 binding	-2.7	-3.6	-5.0	-5.3
MazEF act	4.1	-5.9	-4.8	3.1
Mtb FBA inh	-1.9	-0.9	6.1	0.7
BioA inh	·	·	-1.3	-1.9
BoNT-F LC inh	-1.5	-5.0	-0.3	5.7
